Screening data as filed in PubChem.
Yfh1-off respiration = mitochondrial function rescue without frataxin homolog – Friedreich's ataxia, plus single-dose screen, dose response (AID 1465). one-dose fold induction at 50 µM; EC50 in µM for titrated hits. S. cerevisiae Yfh1-off respiration, WST-1 reduction, 72 h; higher fold induction means a stronger effect. actives 0.074% (n = 220,000);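 active = fold induction of absorbance versus untreated yeast above a set limit, then at least 30% activation at any dose in follow-up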;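 also: activators that raise dye reduction in frataxin-depleted yeast; strong numbers were not always called active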
TNAP activators = stimulation of alkaline phosphatase TNAP activity – biochemical, luminescent, no phosphate acceptor, uHTS, primary screen (AID 1001); purified TNAP, luminescent activation assay, no phosphate acceptor; higher activation fold means a stronger effect; one-dose activation fold at 20 µM; EC50 in µM for titrated hits; actives 0.03% (n = 200,000); in the data active = activation fold from about 3, or a potency from the dose series; inactive = the rest, 99 in 100 with activation fold below about 1.6; also: many of its hits are not listed in these tables
KOR beta-arrestin-1 = kappa opioid receptor blockers – cell-based, luminescence, uHTS (AID 1778). inhibition, % at 10 µM; hits with a dose series show IC50 in µM. actives 0.091% (n = 290,000). KOR beta-arrestin recruitment, luminescence, antagonist mode; higher % means a stronger effect; also: strong numbers were not always called active
NOD1 inhibition = NOD1 signaling inhibitors, primary screen, cell-based, luminescence, uHTS (AID 1578). inhibition, % at 4 µM, or EC50 in µM where a hit was titrated. NOD1-driven NF-kB luciferase reporter cells, luminescence; higher % means a stronger effect. actives 1% (n = 290,000); in the data active = inhibition mostly above about 36%, no sharp cut-off; inactive = mostly below about 34%;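 also: HEK-293T reporter cells stimulated with the NOD1 agonist gamma-tri-DAP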
HEK293 NOD2/NF-kB = NOD2 signaling inhibitors, cell-based, luminescence, uHTS, HEK293 (AID 1566); HEK293 NOD2/NF-kB luciferase reporter, luminescence; higher % means a stronger effect; inhibition, % at 4 µM; hits with a dose series show EC50 in µM; actives 0.63% (n = 290,000); also: many of its hits are not listed in these tables
CSM14.1 death rescue = rescue of cells from ER stress-induced death, primary screen, 384-well, CSM14.1, thapsigargin, ATP luminescence (AID 1222); CSM14.1 thapsigargin-induced death rescue, ATP luminescence; higher % means a stronger effect; one-dose cellular ATP content (survival), % at 20 µM; EC50 in µM for titrated hits; 190,000 tested, under 10 active;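 active = EC50 below 50 µM in the dose-response confirmation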;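 also: death triggered by thapsigargin at about 15 µM added after 2 h compound pretreatment; cell ATP read after overnight thapsigargin exposure of roughly 18 to 22 hours; normalized against plate controls of thapsigargin alone and 5% DMSO vehicle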
GPR55 activation = GPR55 agonists via beta-arrestin recruitment, primary screen, imaging, U2OS cells, beta-arrestin-GFP redistribution (AID 1961) | U2OS GPR55 beta-arrestin-GFP redistribution imaging; higher % means a stronger effect | one-dose activation, % at 10 µM; EC50 in µM for titrated hits | actives 0.048% (n = 290,000);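 active = activation above 40% with more than 50 cells counted in the well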;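 also: U2OS osteosarcoma cells stably expressing GPR55 and beta-arrestin-GFP; plate controls were DMSO negative control for no effect and LPI positive control for full effect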
NTR1 agonist = NTR1-driven beta-arrestin-GFP spot formation – imaging, U2OS cells, high content, primary screen (AID 493036) | agonist mode | actives 0.17% (n = 330,000) | activation, % at 20 µM | P30989;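 active = activation at or above 40% of the spot to cytoplasm intensity ratio, with at least 20 cells analyzed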;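 also: 0% = DMSO without peptide and 100% = 100 nM NTR1 peptide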
Target sequence (P30989 whole entry, looked up): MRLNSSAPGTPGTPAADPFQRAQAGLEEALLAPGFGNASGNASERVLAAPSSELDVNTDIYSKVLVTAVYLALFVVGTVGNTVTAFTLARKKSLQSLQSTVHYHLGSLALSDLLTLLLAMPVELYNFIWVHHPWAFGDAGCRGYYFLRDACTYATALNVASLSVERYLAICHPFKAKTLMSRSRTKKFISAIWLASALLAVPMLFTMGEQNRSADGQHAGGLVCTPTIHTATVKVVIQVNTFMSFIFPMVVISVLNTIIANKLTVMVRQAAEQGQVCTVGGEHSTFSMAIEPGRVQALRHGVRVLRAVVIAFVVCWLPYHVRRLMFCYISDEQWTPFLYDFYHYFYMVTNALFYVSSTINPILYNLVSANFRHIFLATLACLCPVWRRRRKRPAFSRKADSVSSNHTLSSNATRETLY
KOR beta-arrestin-2 = KOR agonists, beta-arrestin recruitment, primary screen, cell-based, luminescence, uHTS (AID 1777) | KOR beta-arrestin recruitment, luminescence; higher % means a stronger effect | activation, % at 10 µM; hits with a dose series show EC50 in µM | actives 0.02% (n = 280,000); in the data active = activation above about 50%, passing the limit was not always enough; also: a part of the inactive calls stands beside numbers as strong as those of hits
NTR1 agonist cell count 20 µM = recorded beside NTR1 agonist, whose call it bears; cell count; measured here: cell count, cytotoxicity flag
* = called active by the depositor; i = inactive; · = no result given; [ ] = another dose, or the depositor's remark. Rule as the data show it, unless noted: active = inhibition above about 50%; inactive = the rest.

SMILES	Yfh1-off respiration	TNAP activators	KOR beta-arrestin-1	NOD1 inhibition	HEK293 NOD2/NF-kB	CSM14.1 death rescue	GPR55 activation	NTR1 agonist	NTR1 agonist cell count 20 µM	KOR beta-arrestin-2
CCc1noc(C)c1C(=O)NCCc1ccc(OC)c(OC)c1	i	1.2	19%	-8%	16%	-0.2%	-0.2%	1.2	85	-1.4%
COc1ccc(C2C(C(=O)c3ccco3)=C(O)C(=O)N2CCN2CCOCC2)cc1 (configuration not stated)	·	·	-32%	-15%	3%	·	-0.4%	-0.2	50	4.6%
COc1ccc(NC(=S)N2CCN(CCN=CC3=C(O)CC(c4ccccc4)CC3=O)CC2)cc1 (configuration not stated)	i	1	23%	-28%	-4%	-2.1%	-0.1%	0.0	62	-1.0%
COc1cc(/C=C2/SC(=NCc3ccccc3)N(Cc3ccccc3)C2=O)ccc1O	i	0.9	-24%	13%	4%	-0.2%	0.2%	20	28	-4.9%
Cc1ccc(-c2noc(-c3cc4ccccc4oc3=O)n2)cc1	i	1.1	-16%	-22%	-72%	-1.5%	-0.1%	-1.2	37	5.2%
Nc1ccc2c(c1)-c1ccccc1S(=O)(=O)N2	i	1.1	6%	-2%	-4%	0.4%	0.3%	-1.4	73	5.3%
O=c1cc(N2CCc3ccccc32)[nH]c(=O)n1-c1ccccc1Cl	i	0.8	-26%	-28%	18%	-1.6%	0.1%	-0.1	87	-3.3%
COC(=O)c1ccc(N2CCN(c3ccccc3)CC2)c(N)c1	·	·	30%	-9%	-4%	·	0.0%	2.2	80	0.7%
COc1ccc(C(=O)CC(=O)C(=O)Nc2cc(OC)c(OC)c(OC)c2)cc1	·	·	14%	-8%	-4%	·	0.4%	0.1	86	-5.1%
CN(C)c1ncc(S(=O)(=O)c2ccccc2)c(=O)[nH]1	·	·	13%	-7%	-5%	·	0.0%	1.3	54	-0.8%
CS(=O)(=O)N1CCCC(C(=O)Nc2ccc(F)cc2)C1 (configuration not stated)	·	·	-44%[20 µM]	42%	10%	·	-0.1%	-0.7	65	5.6%
CCOc1cc(/C=C/C(=O)Nc2ccc(C(=O)NCCN(CC)CC)cc2)ccc1OCC(C)C	i	0.9	0%	-24%	10%	-1.9%	0.6%	24	26	-1.5%

3 compounds from above, showing only KOR beta-arrestin-2 and TNAP activators.
| Structure | KOR beta-arrestin-2 | TNAP activators |
| --- | --- | --- |
| O=c1cc(N2CCc3ccccc32)[nH]c(=O)n1-c1ccccc1Cl | -3.3% | 0.8 |
| COC(=O)c1ccc(N2CCN(c3ccccc3)CC2)c(N)c1 | 0.7% | · |
| COc1ccc(C(=O)CC(=O)C(=O)Nc2cc(OC)c(OC)c(OC)c2)cc1 | -5.1% | · |

The listing continues.
SMILES	Yfh1-off respiration	TNAP activators	KOR beta-arrestin-1	NOD1 inhibition	HEK293 NOD2/NF-kB	CSM14.1 death rescue	GPR55 activation	NTR1 agonist	NTR1 agonist cell count 20 µM	KOR beta-arrestin-2
O=C(Nc1ccc(-n2cnnn2)cc1)C1CCCN1C(=O)NC1CCCCC1 (configuration not stated)	i	1.1	13%	-14%	7%	-1.9%	-0.1%	-1.1	86	7.1%
COCCCNc1ncnc2nc[nH]c12	i	1.2	12%	-22%	8%	-3.4%	0.2%	-1.7	34	-3.2%
C=CCn1c(O)c(N=NC(=S)Nc2ccccc2F)c2cc(S(=O)(=O)N3CCOCC3)ccc21	i	0.8	28%	-7%	-76%	-11%	0.6%	2.7	35	-2.7%
Cc1cc(NC(=O)c2c(-c3c(Cl)cccc3Cl)noc2C)n(C)n1	i	·	-8%	-9%	9%	·	-0.1%	-0.1	58	-5.6%
Cc1ccc(C(=O)CSc2nnc(-c3ccccc3N)n2C)cc1C	·	1.1	9%	-31%	1%	-4.5%	-0.1%	-1.1	49	-3.9%
O=C(CCC(=O)N1CCCCCC1)Nc1ccc([N+](=O)[O-])cc1	·	·	9%	13%	-7%	·	0.3%	0.6	58	7.4%
CCOc1nc(-c2ccccc2)ccc1-c1noc(-c2ccncc2)n1	i	1	-75%	17%	14%	-3.7%	-0.1%	4.0	84	2.1%
Cc1ccc2c(=O)cc(C(=O)NCc3ccccc3)oc2c1C	·	·	5%	-17%	4%	·	1.0%	1.0	50	-2.4%
CCOC(=O)c1c(NC(=O)COC(=O)Cn2c(C)nc3ccccc32)sc2c1CCCC2	i	0.7	3%	16%	10%	-1.0%	0.1%	13	56	1.0%
Cc1ccc(NC(=O)CSc2nnc(-c3n[nH]c4ccccc34)n2-c2ccccc2)c(C)c1	i	1.2	-12%	-23%	-10%	-2.3%	0.3%	4.1	47	7.9%
Cc1ccccc1OCc1nc2ccccc2c(=O)n1/N=C/c1cn[nH]c1-c1ccccc1	i	1.1	-4%	40%	4%	0.7%	-0.3%	34	59	8.4%
CCCn1c(N)c(CC)c(=O)[nH]c1=O	i	1.1	27%	-19%	-5%	2.0%	0.4%	1.3	56	-1.7%
CCN(CC)CCNC(=O)CNC(=O)c1nn(-c2ccc(OC)cc2)c(=O)c2ccccc12	·	·	-24%	-5%	-6%	·	-0.1%	1.5	49	0.9%
CCn1cc(C(=O)NCCN(CC(C)C)CC(C)C)c(=O)c2cc(S(=O)(=O)N3CCOCC3)ccc21	·	·	-46%	-12%	0%	·	-0.2%	3.0	53	-2.0%
O=c1[nH]ncc(N2CCN(C(c3ccccc3)c3ccccc3)CC2)c1Cl	i	1.3	-1%	-14%	-8%	-1.7%	0.0%	8.4	59	23%
O=C(O)c1ccc(S(=O)(=O)N2CCC(NC(=O)C3CCCCC3)CC2)cc1	·	·	-18%	16%	5%	·	1.0%	-1.1	53	-0.8%
O=C1CC(NCc2ccncc2)C(=O)N1c1ccccc1 (configuration not stated)	i	1.1	-56%	7%	8%	-2.2%	-0.1%	1.4	31	-4.8%
Cc1nc(N2CCOCC2)nc(Oc2ccccc2F)c1[N+](=O)[O-]	i	·	-18%	-8%	-15%	·	0.3%	1.0	48	0.5%
Cc1cccc(N2C(=O)CN=C2Nc2nc(C)cc(C)n2)c1	i	1.1	-1%	-19%	10%	-2.3%	0.2%	3.5	56	-2.6%
CCOCCCNC(=O)C1CCN(S(=O)(=O)N(CC(C)C)CC(C)C)CC1	i	1.1	-6%	-9%	-3%	-2.4%	-0.1%	0.5	35	-4.2%
O=C(NCCc1ccncc1)Nc1cccc(Cl)c1	i	1.1	-31%	-20%	7%	3.4%	0.0%	-1.9	53	1.1%
CS(=O)(=O)N1CCc2cc(-c3csc(NC(=O)Cc4ccccc4)n3)ccc21	i	1.1	0%	35%	22%	2.6%	0.5%	11	59	-3.6%
Cc1nc(CNS(=O)(=O)c2ccc(Br)cc2)cs1	·	·	13%	2%	21%	·	-0.1%	-0.8	48	-1.5%
O=C(Nc1c(Cl)ccc2nsnc12)c1ccco1	i	1.1	-36%[20 µM]	-19%	1%	-0.9%	-0.1%	0.6	82	-6.3%
CN(CC(=O)NCCN1CCN(c2ccccc2)CC1)S(=O)(=O)c1ccc2c(c1)CCC(=O)N2	i	1.2	27%	-5%	16%	0.6%	-0.1%	-2.1	84	-4.8%
Cc1nnc(SCCn2c(N(C)Cc3ccccc3)nc3c2c(=O)[nH]c(=O)n3C)s1	i	1.1	24%	-8%	17%	-0.1%	-0.1%	1.8	85	3.5%
CCOC(=O)N1CCN(S(=O)(=O)c2ccc(OC)cc2)CC1	·	·	6%	1%	10%	·	0.0%	-0.1	62	-0.6%
CC(=O)NCCOc1nc(N(C)C)nc(N2CCCCC2)n1	i	1.1	-26%	-20%	0%	1.0%	-0.1%	-2.2	100	1.9%
COc1ccc(-n2c3c(c(=O)[nH]c2=O)C(C(F)(F)F)(C(F)(F)F)N=C(CC(C)C)N3)cc1	i	1.1	-15%	2%	0%	1.9%	1.2%	-0.2	70	14%
Cn1cnnc1Sc1ccc(CN2CCN(C3CCCC3)C(CCO)C2)o1 (configuration not stated)	i	1.1	-27%	-13%	-5%	-1.7%	-0.3%	-1.2	79	-1.8%
Cc1cc(-c2ccccc2)nc(SCC(=O)N2CCCC2)n1	i	1.2	-29%	-40%	-2%	-0.3%	0.7%	3.3	42	0.9%
O=S1(=O)CC2N=C(N(Cc3c(F)cccc3Cl)c3ccccc3F)SC2C1 (configuration not stated)	i	1.1	10%	-2%	13%	-3.8%	0.3%	·	·	0.1%
Cc1cc(Br)ccc1SCC(=O)OCC(=O)N1CCN(C(=O)c2ccco2)CC1	i	1	-38%	20%	8%	-0.8%	0.2%	-0.1	46	-4.1%
CCOc1ccc(-c2cc(C(=O)N/N=C(\C)c3cccnc3)c3ccccc3n2)cc1	·	·	-6%	-93%	-33%	·	0.4%	-0.1	70	1.7%
COC(=O)c1[nH]c2ccc(C)cc2c1NC(=O)CCN1CCN(C2CCCCC2)CC1	i	1	-9%	-1%	15%	-0.8%	-0.2%	-2.3	77	-6.1%
CCN(CC)S(=O)(=O)c1ccc(N2CCOCC2)c(NC(=O)c2ccc(F)cc2)c1	i	1	6%	-26%	-1%	-1.4%	-0.2%	0.0	55	2.5%
CC(C)Cn1c(N)c(C(=O)COC(=O)c2ccc3c(c2)OCCO3)c(=O)n(C)c1=O	i	1.1	14%	27%	16%	·	-0.1%	2.4	100	-2.2%
CC(NC(=O)c1cccc(OC2CCN(C3CCN(C)CC3)CC2)c1)c1ccccc1 (configuration not stated)	·	·	8%	-31%	13%	·	-0.2%	0.5	72	3.7%
CCOc1ccc(CCNC(=O)C2CCCN(C(=O)N(C)C)C2)cc1OCC (configuration not stated)	i	1	-8%	-2%	17%	2.0%	-0.2%	-0.4	70	-6.1%
COc1ccc(CNC(=O)C2CCN(S(C)(=O)=O)CC2)c(OC)c1	i	1.1	-4%	-35%	30%	0.1%	0.6%	0.8	34	1.2%
COc1ccc(NC(=O)Cc2c(F)c(F)c(F)c(F)c2F)cc1OC	i	·	12%	3%	17%	·	-0.1%	1.2	66	-1.6%
Cc1ccc(-c2nnc(SCC(=O)N/N=C/c3ccccc3C(=O)O)n2-c2ccc(C)cc2)cc1	i	·	8%	-2%	12%	·	-0.1%	-0.4	52	-1.7%
CC(C)(C)c1cc(C(=O)O)nn1-c1ccccc1	i	1.1	-45%	10%	7%	·	-0.1%	-6.0	100	4.7%
COc1cc(OC)c(NC(=O)c2ccc(F)cc2)cc1Cl	i	1.1	-28%[20 µM]	-20%	10%	2.9%	0.3%	0.7	37	-5.0%
COc1ccccc1Nc1nc(C)cc(C)n1	·	·	-9%	-33%	2%	·	-0.2%	-0.4	46	0.3%
Cc1ccc(C(=O)N2CCc3ccccc32)cc1	i	1.1	31%	-22%	16%	-0.7%	0.3%	-0.6	50	-0.2%
COC(=O)C1[C@H]2C(=O)N(Cc3cccs3)C[C@]23C=C[C@H]1O3 (some centres not stated)	i	1.1	20%	-4%	17%	-1.1%	0.3%	0.5	63	-6.7%

An excerpt; rates above refer to the full screens.
